Compound activity as filed in PubChem.
phage Ecoli inh – growth loss of phage-infected E. coli, primary screen, RecBCD inhibitor project, absorbance, with phage, HTS | inhibition, % at 11.9 µM | 360,000 compounds, 0.26% hits; in the data active means inhibition above about 11%
Numbers without * were called inactive. These rows are one share of the data; rates above refer to the full screens.

SMILES | phage Ecoli inh
CSCCC(c1nnnn1C(C)(C)C)N1CCC(n2c(=O)[nH]c3ccccc32)CC1 (stereo unspecified) | 1.9
COc1cccc(C(=O)NCCN2CCC3(CC2)C(=O)NCN3c2ccccc2)c1 | 1.3
CCOC(=O)[C@]12Cc3cc(C)ccc3[C@H]1N(C)C(=O)c1cc(OC)ccc12 | -0.2
c1ccc(Cc2cnc(N3CCNCC3)nc2)cc1 | 2.8
Oc1ccc2c3c1O[C@H]1c4[nH]c5c(c4CC4(O)C(C2)N(CC2CC2)CCC314)CC1(O)[C@H]2Cc3ccc(O)c4c3[C@@]1(CCN2CC1CC1)C5O4 (stereo partly specified) | 2.2
CCOC(=O)[C@]12Cc3c(cc(OC)c(OC)c3OC)[C@H]1N(C1CCCCC1)C(=O)c1ccccc12 | 2.6
Cc1ccc(OC(=O)N(C)C[C@@H]2OCc3ccccc3-c3c(n(C)c4ccccc34)C(=O)N([C@H](C)CO)C[C@H]2C)cc1 | 1.4
CS(=O)(=O)N1CCC2CCNC2C1 (stereo unspecified) | 0.8
COc1ccc(C(c2nnnn2-c2ccc(OC)cc2)N2CCC3(CC2)C(=O)NCN3c2ccccc2)cc1 (stereo unspecified) | 3.0
CCn1cc(CN2CCCC(C(=O)c3cccc(C(F)(F)F)c3)C2)cn1 (stereo unspecified) | 2.1
COc1ccc(C(=O)C2CCCN(CCc3ccccc3)C2)cc1OC (stereo unspecified) | 1.5
CCOC(=O)[C@]12Cc3ccccc3[C@H]1N(C)C(=O)c1cc(OC)ccc12 | 1.4
COc1ccc(CN2Cc3cc(-c4cccc(F)c4)ccc3-n3nncc3C2)cc1 | -1.4
c1ccc2c[n+](CCCCCCCCCC[n+]3ccc4ccccc4c3)ccc2c1 | 7.9
COc1ccc(CN2Cc3cc(N4CCOCC4)ccc3-n3nncc3C2)cc1 | 3.6
COc1ccc2c(c1)C1OCCNC1CC2 (stereo unspecified) | 4.3
O=C(NCCN1CCC2(CC1)C(=O)NCN2c1ccccc1)c1cccs1 | 3.5
O=c1[nH]c2ccccc2n1C1CCN(C(c2cc3ccccc3o2)c2nnnn2Cc2ccccc2)CC1 (stereo unspecified) | 3.9
O=C(NCP(=O)(Oc1ccccc1)Oc1ccccc1)OCc1ccccc1 | 3.1
Cc1ccc2nc(-c3ccc(CN4CCC(n5c(=O)[nH]c6ccccc65)CC4)cc3)c(-c3ccccc3)nc2c1 | 7.0

Entries shown so far that have sulfur:
SMILES | phage Ecoli inh
CSCCC(c1nnnn1C(C)(C)C)N1CCC(n2c(=O)[nH]c3ccccc32)CC1 (stereo unspecified) | 1.9
CS(=O)(=O)N1CCC2CCNC2C1 (stereo unspecified) | 0.8
O=C(NCCN1CCC2(CC1)C(=O)NCN2c1ccccc1)c1cccs1 | 3.5

3 entries from above, with tabs:
SMILES	phage Ecoli inh
CCOC(=O)[C@]12Cc3c(cc(OC)c(OC)c3OC)[C@H]1N(C1CCCCC1)C(=O)c1ccccc12	2.6
Cc1ccc(OC(=O)N(C)C[C@@H]2OCc3ccccc3-c3c(n(C)c4ccccc34)C(=O)N([C@H](C)CO)C[C@H]2C)cc1	1.4
CS(=O)(=O)N1CCC2CCNC2C1 (stereo unspecified)	0.8

Already shown: entries from further up.
SMILES | phage Ecoli inh
O=C(NCCN1CCC2(CC1)C(=O)NCN2c1ccccc1)c1cccs1 | 3.5
O=c1[nH]c2ccccc2n1C1CCN(C(c2cc3ccccc3o2)c2nnnn2Cc2ccccc2)CC1 (stereo unspecified) | 3.9
O=C(NCP(=O)(Oc1ccccc1)Oc1ccccc1)OCc1ccccc1 | 3.1
Cc1ccc2nc(-c3ccc(CN4CCC(n5c(=O)[nH]c6ccccc65)CC4)cc3)c(-c3ccccc3)nc2c1 | 7.0

Going on with the list:
SMILES | phage Ecoli inh
CC(C)(C)n1nnnc1C(c1cccs1)N1CCC2(CC1)C(=O)NCN2c1ccccc1 (stereo unspecified) | 2.0
O=C1NCN(c2ccccc2)C12CCN(C(c1ccccc1OC(F)(F)F)c1nnnn1C1CCCC1)CC2 (stereo unspecified) | -0.7
O=c1[nH]c2ccccc2n1C1CCN(Cc2ccc(-c3[nH]c4cc5ncnc5cc4nc3-c3ccccc3)cc2)CC1 | 2.8
O=C(NCCN1CCC2(CC1)C(=O)NCN2c1ccccc1)c1cccc(F)c1 | -0.3
Cc1ccc2nc(-c3ccc(CN4CCC(n5nnc6ccccc65)CC4)cc3)c(-c3ccccc3)nc2c1 | 4.1
CN1C2(C)c3ccccc3C1(c1ccccc1)c1ccccc12 | 2.5
Fc1cccc(-c2ccc3c(c2)CN(C(=S)NCCc2ccccc2)Cc2cnnn2-3)c1 | 1.7
N#Cc1ccc2nc(-c3ccc(CN4CCC(n5c(=O)[nH]c6cc(Cl)ccc65)CC4)cc3)c(-c3ccccc3)nc2c1 | -0.5
O=S(=O)(c1ccccc1)N1CCC2CCNC2C1 (stereo unspecified) | 4.1
O=C1NCN(c2ccccc2)C12CCN(C(c1nnnn1C1CCCC1)C1CC1)CC2 (stereo unspecified) | -0.4
CCOC(=O)c1c(N)n(Cc2ccc(OC)cc2)c2nc3ccccc3nc12 | 2.5
C[C@@H]1COc2cccc(N3CCN(C)CC3)c2S(=O)(=O)N1 | 3.1
CCOC(=O)[C@]12Cc3cc(C)ccc3[C@H]1N(Cc1ccccc1)C(=O)c1cc(F)c(F)cc12 | 3.3
Cc1cccc(C)c1-n1nnnc1C(C1CC1)N1CCC2(CC1)C(=O)NCN2c1ccccc1 (stereo unspecified) | 2.8
COC(=O)C1CC(OC(C)=O)C(=O)[C@H]2C1(C)CC[C@H]1C(=O)OC(c3ccoc3)CC12C (stereo partly specified) | 1.4
c1ccc(-c2nc3ccccc3nc2-c2ccc(CN3CCC(n4nnc5ccccc54)CC3)cc2)cc1 | 2.9
O=S(=O)(c1cc(Cl)cc(Cl)c1)N1Cc2cc(N3CCOCC3)ccc2-n2nncc2C1 | -1.2
COC(=O)[C@@H]1N=C(c2ccc(OC)cc2)O[C@]12C(=O)N(Cc1ccccc1)c1ccccc12 | 1.3
CCOC(=O)c1cc2cc(OC)ccc2n1C1CCN(Cc2ccccc2)CC1 | 1.3
COc1cccc(C(c2nnnn2Cc2ccccc2)N2CCC(n3c(=O)[nH]c4ccccc43)CC2)c1OC (stereo unspecified) | 0.7
CN(C)P1(=O)N(C)CCN1C | 3.4
O=C1NCN(c2ccccc2)C12CCN(C(c1cccs1)c1nnnn1Cc1ccccc1)CC2 (stereo unspecified) | 1.6
O=c1[nH]c2cc(Cl)ccc2n1C1CCN(Cc2ccc(-c3nc4ccc(F)cc4nc3-c3ccccc3)cc2)CC1 | -0.5
CN1C2CCC1C(C(=O)Oc1ccccc1)C(c1ccc(Cl)cc1)C2 (stereo unspecified) | 2.2
COc1ccc2nc(-c3ccc(CN4CCC(n5nnc6ccccc65)CC4)cc3)c(-c3ccccc3)nc2c1 | 2.2
Cc1cc2c(C(C)C)c(O)c(O)c(C=O)c2c(O)c1-c1c(C)cc2c(C(C)C)c(O)c(O)c(C=O)c2c1O | 15*
O=C(O)COc1cc(Cl)c(Cl)cc1Cl | 2.4
O=C1NCN(c2ccccc2)C12CCN(C(c1cc3ccccc3o1)c1nnnn1-c1ccc3c(c1)OCCO3)CC2 (stereo unspecified) | 2.9
CC(C)(C)n1nnnc1C(CCc1ccccc1)N1CCC2(CC1)C(=O)NCN2c1ccccc1 (stereo unspecified) | 3.2
CC(C)(C)n1nnnc1C(c1cc2ccccc2o1)N1CCC2(CC1)C(=O)NCN2c1ccccc1 (stereo unspecified) | 1.8
COc1ccc(-n2nnnc2C(c2ccnc3ccccc23)N2CCC3(CC2)C(=O)NCN3c2ccccc2)cc1 (stereo unspecified) | -1.2
CCOC(=O)[C@]12Cc3cc(OC)ccc3[C@H]1N(CC(=O)OC)C(=O)c1ccccc12 | -0.6
C=CCCC[C@@H]1OC(=O)CNC(=O)C([C@@H](C)CC)NC(=O)[C@@H]2CCCN2C(=O)C([C@@H](C)CC)OC(=O)[C@H](Cc2ccccc2)N(C)C(=O)[C@H](C(C)C)NC(=O)C1(C)C (stereo partly specified) | 5.3
COc1cccc(C(c2nnnn2-c2ccc3c(c2)OCCO3)N2CCC3(CC2)C(=O)NCN3c2ccccc2)c1OC (stereo unspecified) | 2.1
COc1ccc(C(c2nnnn2C2CCCC2)N2CCC3(CC2)C(=O)NCN3c2ccccc2)cc1 (stereo unspecified) | 0.4
COc1ccc(-n2nnnc2C(c2cccs2)N2CCC(n3c(=O)[nH]c4ccccc43)CC2)cc1 (stereo unspecified) | 0.9
COc1ccc(-c2ccc3c(c2)CN(CC(C)C)Cc2cnnn2-3)cc1 | 1.0
Clc1cccc(N2Cc3cc(-c4ccccc4)ccc3-n3nncc3C2)c1 | 1.7
Cc1cc(N2CCNC[C@@H]2C)ccc1N1CC[C@H](O)C1 | 1.7
COc1ccc(-n2nnnc2C(c2ccccc2)N2CCC(n3c(=O)[nH]c4ccccc43)CC2)cc1 (stereo unspecified) | 2.8

Copied from the list:
In phage Ecoli inh, CC(C)(C)n1nnnc1C(c1cc2ccccc2o1)N1CCC2(CC1)C(=O)NCN2c1ccccc1 (stereo unspecified) has the entry 1.8
In phage Ecoli inh, O=C(O)COc1cc(Cl)c(Cl)cc1Cl has the entry 2.4
In phage Ecoli inh, Cc1cc2c(C(C)C)c(O)c(O)c(C=O)c2c(O)c1-c1c(C)cc2c(C(C)C)c(O)c(O)c(C=O)c2c1O has the entry 15*
In phage Ecoli inh, COc1ccc(-n2nnnc2C(c2ccnc3ccccc23)N2CCC3(CC2)C(=O)NCN3c2ccccc2)cc1 (stereo unspecified) has the entry -1.2
In phage Ecoli inh, O=c1[nH]c2cc(Cl)ccc2n1C1CCN(Cc2ccc(-c3nc4ccc(F)cc4nc3-c3ccccc3)cc2)CC1 has the entry -0.5
In phage Ecoli inh, Clc1cccc(N2Cc3cc(-c4ccccc4)ccc3-n3nncc3C2)c1 has the entry 1.7
In phage Ecoli inh, COc1ccc(-n2nnnc2C(c2cccs2)N2CCC(n3c(=O)[nH]c4ccccc43)CC2)cc1 (stereo unspecified) has the entry 0.9

(list continues)
SMILES | phage Ecoli inh
COc1ccc(CC2=NCCc3cc(OC)c(OC)cc32)cc1OC | 4.0
CN1C[C@H](O)[C@H]2C[C@@H]1c1ccccc1O2 | 1.3
Cn1cc2c([N+](=O)[O-])cc([N+](=O)[O-])cc2n1 | 2.2
O=P1(NCCCl)OCCC(OO)N1CCCl (stereo unspecified) | 2.2
CCOC(=O)[C@]12Cc3cc(OC)ccc3[C@H]1N(Cc1ccccc1)C(=O)c1cc(OC)ccc12 | 0.1
O=C(O)CCl | 2.6
O=C1NCN(c2ccccc2)C12CCN(C(c1ccccc1OC(F)(F)F)c1nnnn1C1CCCCC1)CC2 (stereo unspecified) | 1.0
COC(=O)C1=C(c2ccc(OC(F)(F)F)cc2)C[C@@H]2CC[C@H]1N2C(=O)N1CCc2cc(OC)c(OC)cc2C1 | 1.7
CCCCn1nnnc1C(c1ccccc1)N1CCC2(CC1)C(=O)NCN2c1ccccc1 (stereo unspecified) | -0.4
O=C1C2CC(CN3CCCCC23)C2CCCCN12 (stereo unspecified) | 1.9
COc1ccc(-c2ccc3c(c2)CN(C(=O)CCc2ccccc2)Cc2cnnn2-3)cc1 | 1.2
Nc1ccc(CC(N)c2csc(Nc3ncccn3)n2)cc1 (stereo unspecified) | 3.8
CC(C)S(=O)(=O)N1Cc2ccc(Br)cc2-n2nncc2C1 | 3.0
CCCCn1nnnc1C(CCc1ccccc1)N1CCC2(CC1)C(=O)NCN2c1ccccc1 (stereo unspecified) | -0.1
CC12Nc3ccccc3C(=O)N1Cc1cnnn1-c1ccccc12 (stereo unspecified) | 0.1
N#CCCC#N | 3.5
Cc1ccc(N2Cc3ccccc3-n3nncc3C2)cc1 | 3.2
O=C(COC(=O)c1cc(Br)cc(Br)c1O)NC12CC3CC(CC(C3)C1)C2 | -0.1
